From PubChem
STEP inh – inhibitors of human striatal-enriched phosphatase STEP | P54829 | recombinant STEP, OMFP fluorogenic substrate, fluorescence | inhibition, % at 20 µM | 0.25% of 360,000 active | AID 588621;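 active = inhibition at 20 µM, scaled per plate between control wells, above about 37%, limit read from the data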;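 note: 0% = DMSO with enzyme and substrate and 100% = substrate only without enzyme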
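System: isolated STEP enzyme; schedule: 20 min enzyme reaction at room temperature, protected from light; medium: Bis-Tris buffer pH 6.0, 2.5 mM DTT, 0.005% Tween 20; signal: fluorescence, 480/540 nm; dosing: single compound dose of 20 µM, 1% DMSO final; also added: OMFP substrate, 25 µM final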
Rpn11 inh – inhibitors of human proteasome Rpn11; O00487; human 26S proteasome, Ub4-pepOG fluorescence polarization; 20S core pre-blocked with epoxomicin; calls only at 20 µM; 0.59% of 360,000 active;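 active = inhibition at 20 µM, scaled to each plate's controls, above about 33%, limit read from the data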
Rin1-Abl PPI inh – inhibitors of human Rin1-Abl protein interaction | P00519+Q13671 | TR-FRET Rin1/Abl binding, biochemical | inhibition, % at 7.35 µM | 0.4% of 360,000 active | AID 588664; in the data active = inhibition above about 5%, passing the limit was not always enough
Target sequence (P00519 whole entry, looked up): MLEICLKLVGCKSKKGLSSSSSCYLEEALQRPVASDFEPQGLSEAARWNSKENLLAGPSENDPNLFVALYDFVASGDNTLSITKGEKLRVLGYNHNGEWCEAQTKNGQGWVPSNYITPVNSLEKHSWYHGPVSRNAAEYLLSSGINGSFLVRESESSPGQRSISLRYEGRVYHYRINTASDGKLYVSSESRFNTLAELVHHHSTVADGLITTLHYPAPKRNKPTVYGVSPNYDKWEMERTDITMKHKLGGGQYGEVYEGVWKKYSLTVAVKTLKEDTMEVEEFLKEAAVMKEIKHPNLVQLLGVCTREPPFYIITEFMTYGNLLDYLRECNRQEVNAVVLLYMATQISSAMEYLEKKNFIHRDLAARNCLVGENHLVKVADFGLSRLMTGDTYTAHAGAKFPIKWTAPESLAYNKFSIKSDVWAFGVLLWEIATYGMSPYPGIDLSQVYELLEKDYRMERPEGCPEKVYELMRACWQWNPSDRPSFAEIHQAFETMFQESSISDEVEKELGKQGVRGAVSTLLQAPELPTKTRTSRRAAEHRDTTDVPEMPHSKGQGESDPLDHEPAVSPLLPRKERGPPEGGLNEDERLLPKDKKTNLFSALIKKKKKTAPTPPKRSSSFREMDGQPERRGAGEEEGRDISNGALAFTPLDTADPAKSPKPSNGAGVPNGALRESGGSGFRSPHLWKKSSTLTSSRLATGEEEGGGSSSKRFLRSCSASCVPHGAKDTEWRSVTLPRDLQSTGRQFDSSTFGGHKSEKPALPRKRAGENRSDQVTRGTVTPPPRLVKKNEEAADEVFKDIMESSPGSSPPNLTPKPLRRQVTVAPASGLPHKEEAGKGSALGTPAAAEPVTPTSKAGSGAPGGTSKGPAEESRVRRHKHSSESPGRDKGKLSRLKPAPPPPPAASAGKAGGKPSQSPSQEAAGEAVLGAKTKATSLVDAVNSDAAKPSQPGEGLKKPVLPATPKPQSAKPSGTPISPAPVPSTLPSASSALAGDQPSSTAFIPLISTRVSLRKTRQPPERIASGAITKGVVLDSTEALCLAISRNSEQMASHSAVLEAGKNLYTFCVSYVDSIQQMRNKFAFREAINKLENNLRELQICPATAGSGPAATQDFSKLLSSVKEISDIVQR
Target sequence (Q13671 whole entry, looked up): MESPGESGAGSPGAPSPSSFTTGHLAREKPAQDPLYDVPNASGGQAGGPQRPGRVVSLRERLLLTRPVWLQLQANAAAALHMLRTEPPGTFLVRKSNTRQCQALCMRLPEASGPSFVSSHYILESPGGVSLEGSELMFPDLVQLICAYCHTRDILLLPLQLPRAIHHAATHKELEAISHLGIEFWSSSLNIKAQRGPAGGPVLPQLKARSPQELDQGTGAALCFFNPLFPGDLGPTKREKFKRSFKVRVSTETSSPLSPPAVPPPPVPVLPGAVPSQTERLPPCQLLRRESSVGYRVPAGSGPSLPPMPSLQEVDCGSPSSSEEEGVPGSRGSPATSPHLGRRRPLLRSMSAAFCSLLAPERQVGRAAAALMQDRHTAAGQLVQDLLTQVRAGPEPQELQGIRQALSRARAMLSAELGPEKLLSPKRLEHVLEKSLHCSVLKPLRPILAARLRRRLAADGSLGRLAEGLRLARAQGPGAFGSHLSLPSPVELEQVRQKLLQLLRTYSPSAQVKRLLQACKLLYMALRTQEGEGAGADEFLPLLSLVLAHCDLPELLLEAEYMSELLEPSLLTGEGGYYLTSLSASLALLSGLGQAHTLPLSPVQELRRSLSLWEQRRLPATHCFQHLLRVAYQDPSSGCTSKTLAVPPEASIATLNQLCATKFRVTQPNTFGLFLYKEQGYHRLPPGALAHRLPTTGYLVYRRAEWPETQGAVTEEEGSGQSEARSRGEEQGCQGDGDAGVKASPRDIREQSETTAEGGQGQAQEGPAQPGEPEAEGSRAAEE
NadD block – blocks S. aureus nicotinate mononucleotide adenylyltransferase; purified NadD enzyme, colorimetric absorbance read-out; inhibition, % at 20 µM; 0.78% of 360,000 active; AID 602399; in the data active = inhibition above about 26%; note: some compounds past the cut are filed as inactive
Scp-1 inhibitor – inhibitors of human Scp-1 phosphatase. Q9GZU7. Recombinant Scp1, phosphopeptide, malachite green phosphate absorbance. inhibition, % at 20 µM. 0.88% of 340,000 active. AID 493091;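 active = inhibition above about 50% at 20 µM, limit read from the data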;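 note: plate controls were DMSO wells with enzyme for no effect and wells lacking enzyme for full effect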
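assay system = SCP-1 phosphatase catalytic domain, residues 76-261 | buffer or medium = 50 mM Tris acetate pH 5.5, 0.005% Tween-20, 10 mM MgCl2 | incubation = enzyme reaction 45 min at room temperature, colour 5 min, stabilisation 30 min | signal = Phosphate-binding colour reagent, absorbance read at 630 nm | measure = % inhibition at 20 µM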
Neddyl block – cullin neddylation inhibition; TR-FRET cullin neddylation, biochemical; calls only at 25 µM; 0.58% of 360,000 active; AID 651699; in the data active = inhibition above about 36%
CSN deneddyl inh – inhibitors of human CSN-mediated cullin deneddylation | Purified CSN, SCF-Nedd8-OG deneddylation, fluorescence polarization | AID 651999 | 0.38% of 360,000 active | inhibition, % at 12.5 µM | Q92905;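 active = pattern-corrected inhibition above about 35%, with an unprinted fluorescence ratio check between 0.5 and 1.5, limit read from the data, passing the limit was not always enough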;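 note: 0% = enzyme with substrate and 100% = substrate without enzyme; some results filed as inactive read as strong as hits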
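Test system: Human Csn5 produced in HEK293T cells | Compound: 12.5 µM single point | Times: 90 min, room temperature | Signal: Fluorescence polarization readout | Read-out basis: % inhibition of substrate cleavage by Csn5 | Controls: no-enzyme wells high, enzyme-with-substrate wells low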
SUMO1-SIM PPI – alters human SUMO1 binding to SIM partners. AID 602429. SUMO1 binding to a labelled peptide, TR-FRET, 1 h. inhibition, % at 20 µM. 0.33% of 360,000 active. P63165; in the data active = inhibition above about 37%
DNMT1 block – blocks human DNA methyltransferase DNMT1 | P26358 | AID 588458 | DNMT1 molecular beacon, Hinp1I cleavage, fluorescence | 0.83% of 360,000 active | inhibition (reported as % activation of signal), % at 10 µM; in the data active = inhibition above about 50%
LMPTP block – LMPTP (human) inhibition | 0.22% of 360,000 active | inhibition, % at 20 µM | AID 651560 | recombinant LMPTP-A, OMFP fluorogenic substrate, fluorescence intensity;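 active = compounds that cut the enzyme signal by at least half of the control window in the single-dose screen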;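 note: plate controls were DMSO wells with enzyme plus substrate for no effect and substrate without enzyme for full effect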
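Assay system: LMPTP-A, protein tyrosine phosphatase of low molecular weight / Medium: pH 6.0 Bis-Tris buffer with DTT and Triton X-100 / Schedule: 50 min enzyme reaction at room temperature, protected from light / Measured by: endpoint fluorescence intensity from OMFP dephosphorylation / Read-out basis: % inhibition relative to no-enzyme and uninhibited control wells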
The depositor's hits bear a star; i = inactive; nt = not tested or not shown; + = active, no number.

| nr | Rin1-Abl PPI inh | NadD block | LMPTP block | Scp-1 inhibitor | CSN deneddyl inh | Neddyl block | SUMO1-SIM PPI | DNMT1 block | STEP inh | Rpn11 inh | canonical_smiles |
| --- | --- | --- | --- | --- | --- | --- | --- | --- | --- | --- | --- |
| 1 | -3.1 | -8.6 | 0.2 | -10.9 | 7.7 | i | -0.2 | -0.2 | 2.6 | i | Cn1c2cc(Br)sc2c2cnn(Cc3ccc(F)cc3F)c(=O)c21 |
| 2 | 1.9 | -3.7 | 0.3 | 2.8 | 0.1 | i | -3.2 | -3.6 | -2.1 | i | Cc1cccc(N2CCN(C(=O)CNC(=O)Cc3ccccc3)CC2)c1C |
| 3 | 1.8 | -2.6 | -8.1 | 1.6 | -21.6 | i | -2.2 | 1.9 | 3.2 | i | CCOc1ccc(NC(=S)N2CCC(N(C)CCN3CCOCC3)CC2)cc1 |
| 4 | -3.8 | 9.2 | 2.3 | nt | 6.4 | i | -3.7 | -10.2 | 0.0 | i | COc1ccc(S(=O)(=O)N2C[C@H]3CON(C)[C@H]3C[C@H]2c2ccc(-c3cc4ccccc4o3)cc2)cc1 |
| 5 | 8.6 | 1.8 | 0.6 | -3.2 | 5.9 | i | 1.6 | 2.2 | -2.9 | i | Cc1ccc(C2NC(=O)CCC2[N+](=O)[O-])cc1 (stereo not drawn) |
| 6 | -1.2 | -7.6 | -0.5 | -7.3 | 0.6 | i | -2.1 | -1.7 | -2.5 | i | COc1ccccc1C1CC(=O)NC(C)=C1C(=O)OCC(C)C (stereo not drawn) |
| 7 | -3.2 | 2.9 | 2.4 | 7.5 | 1.8 | i | 2.7 | -0.8 | -2.0 | i | Cc1ccc(S(=O)(=O)N2CCCCC2)cc1C(=O)OCC(=O)N1c2ccccc2NC(=O)C1(C)C |
| 8 | 2.7 | -3.9 | -0.6 | -0.4 | 1.8 | i | 5.7 | 2.0 | 6.2 | i | O=C(NCCC1CCCCN1S(=O)(=O)c1ccccc1)C(=O)NCC1CCCO1 (stereo not drawn) |
| 9 | -9.8 | 0.4 | 2.1 | 6.7 | -2.1 | i | -22.4 | 3.5 | 0.9 | i | Cc1c(CN(C)C)c2c(n1C)C(=O)c1ccc(Br)cc1-2 |
| 10 | 1.7 | 23.2 | 9.4 | 4.0 | 1.0 | i | -4.1 | -3.4 | 2.8 | i | COc1ccc(-c2ccc(N(C)C)cc2)cc1[C@H]1[C@H]2C=CC[C@@H](C)[C@@H]2C(=O)N1Cc1ccccc1 |
| 11 | -3.0 | -5.4 | -2.8 | 3.6 | 1.1 | + | 1.6 | 0.4 | -1.2 | i | CCOc1ccc(C2NC(=O)c3ccccc3O2)cc1OCC (stereo not drawn) |
| 12 | 1.3 | 9.1 | 1.5 | -4.5 | -4.1 | i | -1.5 | 6.7 | -0.2 | i | CCOC(=O)Cc1csc(NC(=O)CSc2nnc(Cc3csc(N)n3)n2C)n1 |
| 13 | 0.6 | 0.6 | -3.1 | -2.7 | 1.8 | i | -3.9 | -3.4 | -5.2 | i | Cc1ccc(NS(=O)(=O)c2ccc(C)c(C(=O)NCC(c3ccccc3)N(C)C)c2)cc1 (stereo not drawn) |
| 14 | 1.3 | -3.2 | 0.2 | -8.4 | 1.7 | i | -1.2 | 0.9 | 0.5 | i | CC1=C(C(=O)OCC(C)C)C(c2ccc(Br)s2)NC(=O)N1 (stereo not drawn) |
| 15 | -3.1 | 13.4 | 3.9 | 5.3 | -9.8 | i | -20.3 | -2.5 | 5.3 | i | CC(C)CN=Cc1c(O)c([N+](=O)[O-])cc2oc3c(c12)CCCC3 |
| 16 | -1.1 | -1.1 | -0.6 | -6.8 | 2.5 | i | 0.1 | -3.1 | -2.2 | i | O=C(CCn1[nH]c(=O)c2ccccc2c1=O)NCCO |
| 17 | 3.2 | 0.2 | -1.2 | -6.8 | -3.5 | i | 4.5 | -1.1 | 1.1 | i | O=C(Cn1cnc2ccccc2c1=O)NC1CCS(=O)(=O)C1 (stereo not drawn) |
| 18 | -3.9 | -0.3 | -3.5 | -8.8 | -3.6 | nt | 5.2 | 2.5 | -4.1 | i | C=CCn1c(=O)c2c(nc(-c3ccc(S(=O)(=O)O)cc3)n2C)n(C)c1=O |
| 19 | -1.1 | 4.6 | -0.7 | 1.2 | -4.5 | i | -26.1 | 0.2 | -0.9 | i | CC1(C)CC(=O)C(N=Nc2ccc(OC(F)F)cc2)=C(O)C1 |
| 20 | -1.6 | -2.7 | 1.3 | nt | -1.2 | i | -0.1 | 2.5 | 0.5 | i | COCc1cc(CN2CCCC(C(=O)Nc3cccc(-n4cnnn4)c3)C2)ccc1OC (stereo not drawn) |
| 21 | 2.8 | -0.9 | 0.4 | -2.7 | 1.6 | i | -0.4 | 2.0 | -0.2 | i | Oc1ccccc1C=NN1CCCCCC1 |
| 22 | -2.9 | -0.3 | -0.4 | -6.5 | -2.7 | i | 5.8 | 1.8 | -2.2 | i | O=C(CN1CCN(S(=O)(=O)c2ccc(Br)cc2)CC1)N/N=C/c1ccccc1C(=O)O |
| 23 | 4.5 | 0.1 | -0.4 | -3.1 | 2.7 | nt | 7.9 | 2.1 | -3.3 | i | O=C(O)c1cccc(Nc2nc(C(F)(F)F)nc3ccccc23)c1 |
| 24 | 0.2 | 8.3 | -0.5 | -3.2 | 2.3 | i | -0.9 | -1.1 | 0.9 | i | CCC(=O)NC(=S)NNC(=O)COc1ccc(Br)cc1 |
| 25 | -2.3 | -4.0 | 1.2 | 3.8 | -5.1 | i | -1.5 | -3.5 | -3.4 | i | O=C(CN1CCN(c2ccc(Cl)cc2)CC1)Nc1cccc(F)c1 |
| 26 | -0.8 | 13.6 | -2.4 | 27.9 | 6.3 | i | -5.1 | 1.8 | 2.7 | i | CCOC(=O)C1=C(C)NC(SC)=NC1c1ccccc1 (stereo not drawn) |
| 27 | -2.4 | -4.2 | 3.8 | -20.2 | 2.8 | i | 2.1 | -3.2 | 0.3 | i | COc1ccc(-c2nnc(SCc3cc(C)cc(C)c3)o2)cc1 |
| 28 | 3.9 | -6.4 | 0.5 | -6.2 | 0.6 | i | 2.7 | -6.2 | 1.3 | i | Cc1nn(-c2ccccc2)c(C)c1/C=N/n1cnnc1 |
| 29 | 1.9 | -5.5 | 3.2 | -8.6 | 4.3 | i | -4.5 | 3.3 | -2.2 | i | CCCOc1ccc2ccccc2c1/C=C1\SC(=O)NC1=O |
| 30 | 3.3 | -9.6 | 1.4 | -13.0 | 4.7 | i | 8.9 | 9.6 | 0.1 | i | O=C(COC(=O)c1ccc2c(c1)OCCO2)NCCC1=CCCCC1 |
| 31 | -1.4 | 5.0 | -0.5 | 3.2 | -2.2 | i | -21.5 | 3.3 | -2.2 | i | O=C(OCC(=O)N1CCCCC1)c1ccc2ccccc2n1 |
| 32 | -1.8 | 0.8 | -0.1 | 25.0 | 0.8 | i | -1.3 | -3.3 | 2.1 | i | C=C(C)Cn1c(=O)c(NC(=O)c2ccccc2)c2n(c1=S)CCC2 |
| 33 | -4.1 | -1.2 | 0.4 | -7.4 | 0.6 | i | -3.8 | 2.9 | -0.5 | i | CCC1CCCCN1CCCNC(=O)CSc1nc2nc(C)c(Cc3ccccc3Cl)c(C)n2n1 (stereo not drawn) |
| 34 | 2.1 | -2.9 | 0.3 | -13.4 | -5.3 | i | -5.5 | -8.1 | 1.3 | i | COc1ccc(S(=O)(=O)NNC(=O)C2Cc3c(ccc4ccccc34)O2)cc1 (stereo not drawn) |
| 35 | 2.3 | -3.0 | 0.5 | -6.5 | -9.3 | i | -0.7 | -1.5 | 0.2 | i | Cc1cc(OCC(=O)Nc2ccc(CN3CCCCC3)cc2)ccc1Cl |
| 36 | 1.3 | 1.7 | -1.9 | 2.1 | -0.2 | i | -1.2 | 4.7 | -1.0 | i | COc1ccccc1/C=C/C(=O)NCC(=O)N/N=C(\CCC(=O)O)c1ccccc1 |
| 37 | -1.7 | -0.8 | -1.4 | -3.4 | -2.7 | i | -4.0 | -0.6 | -2.6 | i | O=C(CNC(=O)C12CC3CC(CC(C3)C1)C2)Nc1ncccc1O |
| 38 | 0.8 | -5.7 | 0.3 | 0.4 | 2.8 | i | -0.5 | 3.2 | -0.3 | i | O=C(CSc1nc2[nH]c(=O)cc(O)c2s1)Nc1nccs1 |
| 39 | -6.0 | 5.1 | 1.1 | -4.7 | -1.6 | i | -1.6 | -7.3 | 1.4 | i | CCOC(=O)C1CCCN(CC(=O)NC2=Nc3ccccc3N=C(C)C2c2ccccc2)C1 (stereo not drawn) |
| 40 | 2.3 | -2.8 | 0.3 | -4.6 | -0.8 | i | 0.4 | 1.6 | 0.7 | i | COc1ccccc1NS(=O)(=O)c1ccc(C(=O)N2CCCC(C(F)(F)F)C2)cc1 (stereo not drawn) |
| 41 | -1.1 | -0.6 | 0.2 | -7.8 | 0.9 | i | -5.7 | 1.8 | 0.6 | i | Cc1cc(Br)c2c(c1)C(O)(N1CCCCC1C)C(=O)N2 (stereo not drawn) |
| 42 | -2.8 | 16.7 | 1.9 | 0.9 | -10.4 | i | -23.9 | -4.0 | 0.9 | i | COc1ccccc1NS(=O)(=O)c1cc(NC(=O)c2cccs2)ccc1N1CCCCC1 |

Entries above that have fluorine (5):
| nr | Rin1-Abl PPI inh | NadD block | LMPTP block | Scp-1 inhibitor | CSN deneddyl inh | Neddyl block | SUMO1-SIM PPI | DNMT1 block | STEP inh | Rpn11 inh | canonical_smiles |
| --- | --- | --- | --- | --- | --- | --- | --- | --- | --- | --- | --- |
| 1 | -3.1 | -8.6 | 0.2 | -10.9 | 7.7 | i | -0.2 | -0.2 | 2.6 | i | Cn1c2cc(Br)sc2c2cnn(Cc3ccc(F)cc3F)c(=O)c21 |
| 19 | -1.1 | 4.6 | -0.7 | 1.2 | -4.5 | i | -26.1 | 0.2 | -0.9 | i | CC1(C)CC(=O)C(N=Nc2ccc(OC(F)F)cc2)=C(O)C1 |
| 23 | 4.5 | 0.1 | -0.4 | -3.1 | 2.7 | nt | 7.9 | 2.1 | -3.3 | i | O=C(O)c1cccc(Nc2nc(C(F)(F)F)nc3ccccc23)c1 |
| 25 | -2.3 | -4.0 | 1.2 | 3.8 | -5.1 | i | -1.5 | -3.5 | -3.4 | i | O=C(CN1CCN(c2ccc(Cl)cc2)CC1)Nc1cccc(F)c1 |
| 40 | 2.3 | -2.8 | 0.3 | -4.6 | -0.8 | i | 0.4 | 1.6 | 0.7 | i | COc1ccccc1NS(=O)(=O)c1ccc(C(=O)N2CCCC(C(F)(F)F)C2)cc1 (stereo not drawn) |
